hgDAF-12 ag = H. glycines DAF-12 receptor agonists, primary screen, cell-based, luminescence, HEK293, GAL4 fusion, UAS-luciferase. activation, % at 6.8 µM. HEK293 GAL4-hgDAF12 UAS-luciferase reporter, agonist luminescence; normalized to butyrate control. 370,000 compounds, 1.8% hits. Nuclear hormone receptor DAF-12 (Heterodera glycines), GAL4 fusion;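 active = activation above a cutoff set at the mean of all screened compounds plus 3 SD, cut at about 10% in these data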;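 also: 0% = DMSO wells and 100% = sodium butyrate wells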
hcDAF-12 act = H. contortus DAF-12 nuclear receptor activators, primary screen, cell-based, luminescence, HEK293, lit1-tk-luc reporter; HEK293 hcDAF-12 lit1-tk-luc reporter; 0% DMSO, 100% Δ7-dafachronic acid; activation, % at 6.8 µM; 370,000 compounds, 1.4% hits; AID 652067, 2013;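 active = activation above the mean of all tested compounds plus 3 SD, cut at about 5.5% in these data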;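 also: 100% = response to 3 µM Δ7-dafachronic acid high control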
ADAM10 inh = human ADAM10 inhibitors, primary screen, biochemical, QFRET, HTS; 370,000 compounds, 0.62% hits; recombinant ADAM10, EDANS/DABCYL FRET peptide cleavage, 3 h; inhibition, % at 7 µM; AID 720582, 2013; Disintegrin and metalloproteinase domain-containing protein 10 (Homo sapiens), O14672;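 active = inhibition above a per-campaign cutoff equal to the mean of compounds falling between control-based bounds plus 3 SD, cut at about 20% in these data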;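 also: 0% = DMSO wells while the 100% control is not disclosed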
GC-A act = GC-A stimulated cGMP production enhancers – HEK293 GC-A cells, cGMP TR-FRET, EC30 ANP, primary screen. 0% at EC30 ANP, 100% saturating ANP. activation, % at 10 µM. 370,000 compounds, 0.14% hits. Atrial natriuretic peptide receptor 1 (Homo sapiens), P16066; in the data active = activation above about 40%
ssDAF-12 act = S. stercoralis DAF-12 nuclear receptor activators, primary screen, cell-based, luminescence, HEK293, GRIP1 co-expression, lit1-tk-luc; Nuclear hormone receptor DAF-12 (Strongyloides stercoralis); 370,000 compounds, 1% hits; AID 652126, 2013; activation, % at 6.8 µM; HEK293 ssDAF-12/GRIP1 lit1-tk-luc reporter; % of 3 µM dafachronic acid response;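 active = activation above the mean over all tested compounds plus 3 SD, cut at about 0.9% in these data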;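 also: 0% = DMSO-only wells and 100% = 3 µM delta7-dafachronic acid wells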
GAA850 FXN act = FXN promoter activators, primary screen, cell-based, luciferase luminescence, HEK293 lucGAA850; activation, % at 6 µM; HEK293 lucGAA850 FXN promoter luciferase reporter, 24 h; percent of 10 µM SAHA response; 360,000 compounds, 0.56% hits;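 active = activation above the average of all compounds screened plus 3 SD, cutoff fixed separately per campaign, cut at about 7.5% in these data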;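 also: 0% = DMSO wells and 100% = 10 µM SAHA wells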
DAX1 inh-1 = DAX1 (NR0B1) inhibitors, primary screen, cell-based, HEK293, Gal4-DAX1, luciferase luminescence; HEK293 Gal4-DAX1 luciferase reporter; inhibition, % at 6.75 µM; 340,000 compounds, 0.99% hits; AID 504766, 2011;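 active = inhibition above the mean over all tested compounds plus 3 SD, cut at about 4.2% in these data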;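 also: 0% = DAX1-transfected cells with DMSO and 100% = empty-vector control cells with DMSO; inhibition shows as a rise in luminescence from relieved DAX1 repression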
Target sequence (P51843 207-470 limits assumed): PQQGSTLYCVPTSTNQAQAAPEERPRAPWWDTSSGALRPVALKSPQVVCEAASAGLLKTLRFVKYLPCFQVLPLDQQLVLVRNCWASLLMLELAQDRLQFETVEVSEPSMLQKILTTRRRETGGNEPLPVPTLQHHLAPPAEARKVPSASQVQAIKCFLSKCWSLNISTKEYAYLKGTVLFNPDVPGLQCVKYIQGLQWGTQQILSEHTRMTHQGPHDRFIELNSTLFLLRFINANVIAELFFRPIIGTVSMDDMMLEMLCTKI
SMARCA2 activ = SMARCA2 (BRM) function activators, primary screen, cell-based, luminescence, high throughput. MG213 cells, MMTV-luciferase reporter, dexamethasone, overnight. activation, % at 9.1 µM. 370,000 compounds, 1% hits; in the data active = activation above about 7.8%;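 also: 0% = vehicle wells and 100% = reference activator wells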
sPLA2-III inh = human group III sPLA2 inhibitors, primary screen, biochemical, QFRET, BODIPY PC-A2 liposome substrate | Group 3 secretory phospholipase A2 (Homo sapiens), Q9NZ20 | QFRET BODIPY PC-A2 liposome hydrolysis, fluorescence | inhibition, % at 12.2 µM | 370,000 compounds, 0.56% hits | AID 743126, 2013;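 active = inhibition above mean plus 3 SD of compounds lying within the high and low control bounds, cut at about 19% in these data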;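 also: 0% = median of test compound wells and 100% = no enzyme DMSO wells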
Target sequence (Q9NZ20 whole entry, looked up): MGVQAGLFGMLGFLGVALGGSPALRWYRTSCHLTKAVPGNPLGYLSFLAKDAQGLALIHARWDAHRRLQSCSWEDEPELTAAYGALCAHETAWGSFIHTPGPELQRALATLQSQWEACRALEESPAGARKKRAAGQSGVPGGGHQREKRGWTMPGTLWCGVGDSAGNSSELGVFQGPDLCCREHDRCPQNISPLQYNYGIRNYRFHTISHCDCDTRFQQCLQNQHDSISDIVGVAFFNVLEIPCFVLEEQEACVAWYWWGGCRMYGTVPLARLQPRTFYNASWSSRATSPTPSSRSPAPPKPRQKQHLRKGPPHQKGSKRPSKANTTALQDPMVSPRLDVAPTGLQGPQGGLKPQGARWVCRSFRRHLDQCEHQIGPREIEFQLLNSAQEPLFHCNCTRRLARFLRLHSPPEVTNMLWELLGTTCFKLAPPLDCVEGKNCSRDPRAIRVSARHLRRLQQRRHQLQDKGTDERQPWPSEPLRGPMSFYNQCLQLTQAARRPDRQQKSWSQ
DAX1 inh-2 = DAX1 (NR0B1) inhibitors on StAR promoter, primary screen, cell-based, luminescence, SF-1 (NR5A1), full-length DAX-1; HEK293T StAR-luciferase reporter, SF-1/DAX-1 repression relief; inhibition, % at 6.8 µM; 370,000 compounds, 1.1% hits; AID 652010, 2013;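 active = inhibition above the mean over all tested compounds plus 3 SD, cut at about 3.6% in these data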;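 also: 0% = DAX-1 cells with DMSO and 100% = cells lacking DAX-1 with DMSO; higher inhibition means more luminescence from relief of DAX-1 repression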
NPR2 activator = human GC-B receptor activators, primary screen, HEK293 GC-B cells, cGMP TR-FRET, EC30 CNP | 0% at EC30 CNP, 100% saturating CNP | activation, % at 10 µM | 370,000 compounds, 0.11% hits | Atrial natriuretic peptide receptor 2 (Homo sapiens), P20594;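 active = activation at 10 µM reaching about 35% in either raw or pattern-adjusted values, limit read from the data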
Numbers without * were called inactive; / = no result given; & = joins results of further samples. An unsorted share of the library, and some 6.6% of all compounds hit somewhere here.

The line under a structure holds: hgDAF-12 ag	hcDAF-12 act	ADAM10 inh	GC-A act	ssDAF-12 act	GAA850 FXN act	DAX1 inh-1	SMARCA2 activ	sPLA2-III inh	DAX1 inh-2	NPR2 activator
C=C(C(=O)c1ccccc1)C(C)CC(=O)c1ccccc1 (stereo not given)
    -6.6	-1.3	-1	-25	-1.9	-8.8	-2.4	-3	-4	-1.4	-19
CCN1CCN(c2ccccc2NC(=O)c2ccc(-n3cccn3)cc2)CC1
    1.0	0.3	-11	-4	-0.4	1.2	-0.4	-3	1	2.2	-7
COC(=O)C[C@@H]1CC[C@@H]2[C@@H](COc3ccc(NC(C)=O)cc3C(=O)N2C)O1
    4.5	0.8	3	3	-1.1	/	/	-1	6	0.3	3
Cc1ccc(C(=O)Nc2ccccc2N2CCN(C(=O)C(C)C)CC2)cc1
    -2.6	-1.8	3	0	-1.6	-1.8	0.0	3	0	-0.7	4
Cc1nc2ccccc2c(=O)n1/N=C/c1ccncc1
    1.9	0.7	-4	7	-0.9	0.9	1.0	-1	4	0.5	0
C[n+]1ccccc1/C=N/O
    3.4&1.2	-2.0&-0.1	-3&-7	4&1	-1.3&-0.4	1.1&1.3	1.1&0.1	-4&3	-3&2	0.3&1.1	1&3
COc1ccc(C(=O)NCC(=O)N2CCNC(=O)C2)cc1OC
    0.8	1.0	0	3	-1.1	3.4	0.9	0	-2	-0.3	3
Cc1c(C(=O)OCC(=O)NC(C)c2ccccc2)oc2ccccc12 (stereo not given)
    1.4	5.7*	-3	-5	0.6	-1.4	0.8	-1	-1	1.7	1
COc1ccc2nc(SCc3ccccc3C)nc(C)c2c1
    1.6	-2.0	-33	0	-0.2	6.3	-0.9	4	4	0.2	-5
CCc1noc(C)c1C(=O)Nc1ccc(S(=O)(=O)N2CCCCC2)cc1
    -0.9	-1.7	-8	0	-1.4	1.3	-0.6	-4	-4	-0.9	3
CN(C1(C)CCS(=O)(=O)C1)S(=O)(=O)c1ccc2ccccc2c1 (stereo not given)
    -0.1	-1.9	-12	0	-0.9	1.3	0.7	-2	1	0.4	6
CC1CCCC(NC(=O)COC(=O)/C=C/c2ccc(S(=O)(=O)N3CCOCC3)cc2)C1C (stereo not given)
    3.3	-1.1	-6	2	-0.9	1.9	1.0	-4	13	-0.2	-2
CCNC(=O)/C(C#N)=C/c1c(N(Cc2ccccc2)Cc2ccccc2)nc2ccccn2c1=O
    -5.5	0.8	-2	-4	-2.1	3.5	-2.2	-2	-13	-1.1	0
COC(=O)c1cccnc1NC(=S)NC1CCCCC1
    -2.3	-1.2	4	4	-1.0	3.7	-0.7	2	3	-0.8	0
Cc1cc(-c2csc(N)n2)c(C)n1-c1ccc(Cl)c(Cl)c1
    -0.1	-0.9	-8	-5	-0.5	0.9	-0.7	-1	16	0.3	-2
FC(F)(F)c1ccc(NC(=S)NCc2ccccc2)cc1
    5.1	0.1	8	1	-1.3	2.3	-0.2	-1	-9	-1.1	-2
FC(F)(F)c1cccc(N2Cc3ccccc3C2)c1
    4.6	-0.7	1	-3	-1.0	5.2	-0.1	1	-1	0.0	3
O=C(Nc1c2c(nn1-c1ccccc1)CS(=O)(=O)C2)c1ccccc1Br
    -0.1	-0.1	-12	-3	-1.1	0.3	0.9	-1	1	-0.4	-3
COc1ccc(N(CC(=O)Nc2ccc(C(C)C)cc2)S(=O)(=O)c2c(C)noc2C)cc1
    0.4	0.9	4	-1	-0.4	0.4	0.0	-4	5	-0.2	1
CCOC(=O)C1=C(C)NC(C)=C(C(=O)OCC)C1c1ccc(O)cc1
    -1.0	0.2	-73	-6	-1.3	-0.9	1.1	1	-17	0.8	-2
CCOC(=O)[C@]12CCC=C1N(CCC1=CCCCC1)C(=O)[C@H](CC(=O)N1CCC(c3ccccc3)CC1)C2
    -0.6	0.3	-3	-1	-1.5	/	/	-6	-3	0.1	5
COc1ccc(-c2cc3ccccc3s2)cc1[C@H]1[C@H]2C=CC[C@@H](C)[C@@H]2C(=O)N1Cc1ccccc1
    4.0	2.4	3	3	-0.4	4.7	1.6	7	7	0.6	3
Cn1nc(C(F)(F)F)c(C#N)c1N1CCN(c2ccccc2)CC1
    1.7	-2.8	6	2	-2.1	-4.0	-2.3	-1	5	-0.6	-6
COc1cc(C(=S)N2CCC(C(N)=O)CC2)ccc1O
    1.3	-0.9	5	0	-0.1	0.9	-0.1	0	1	-0.8	3
CC(C)[C@H](NC(=O)N1c2ccccc2NC(=O)[C@@H]1C(C)C)C(=O)N[C@@H](Cc1c[nH]c2ccccc12)C(=O)O
    4.1	1.5	-19	1	-0.1	-1.4	0.4	0	-58	-0.1	5
O=C(NCCN1CCOCC1)c1cc(Cl)ccc1[N+](=O)[O-]
    -1.8	0.8	-3	3	-1.7	/	/	-2	5	-0.1	3
C/C(=N\NC(=O)CSc1nc(C)cc(C)n1)c1ccc2c(c1)OCCO2
    2.8	-0.4	-5	-5	-1.6	-0.3	-0.2	1	-15	-0.2	-1
COc1ccc(C(=O)CSc2n[nH]c(C)n2)cc1[N+](=O)[O-]
    -1.4	1.2	2	1	-0.9	0.1	/	1	-9	-0.3	2
O=C(c1cccc(Br)c1)c1coc2ccc(O)cc12
    13*	4.5	5	6	0.3	0.0	1.3	4	-29	0.7	2
O=C(CSc1cccc2cccnc12)Nc1ccc(S(=O)(=O)N2CCOCC2)cc1
    0.8	1.0	-195	7	-1.6	1.0	-1.8	0	-20	-0.3	4
O=C(COC(=O)C1CCCN1C(=O)c1cccs1)c1ccccc1 (stereo not given)
    -0.7	-1.0	6	10	-0.4	-1.8	0.1	-1	-1	-0.1	-7
CSc1ccccc1NC(=O)CN1c2ccccc2CC1C (stereo not given)
    2.4	-1.3	6	-4	-0.8	1.2	0.4	-2	9	-0.1	-2
CN1Cc2nnn(Cc3ccccc3)c2-c2cc(F)ccc2S1(=O)=O
    -1.9	3.4	0	-3	-1.3	/	/	2	5	1.0	-1
CCOC(=O)[C@H](CCc1ccccc1)N[C@@H](C)C(=O)N1CCC[C@@H]1C(=O)O
    1.6	0.2	-6	4	-1.6	-0.4	1.1	-2	5	0.8	3
CCc1nnc(NC(=O)CSc2nnc(-c3c[nH]c4ccccc34)n2CC)s1
    -0.9	-0.5	-5	-1	-1.3	-3.4	0.5	-2	-9	-0.1	-1
Cc1nc(-c2coc3cc(C)c(N=O)c(O)c3/c2=N\N)cs1
    -1.1	-1.8	-4	2	-1.5	0.0	-0.5	-2	3	-0.7	1
CCN(CC)S(=O)(=O)c1ccc(S(=O)(=O)N2CCCC(C(=O)NC3CC3)C2)cc1 (stereo not given)
    -2.5	-1.4	-4	1	-1.4	1.6	0.1	-2	3	-0.2	1
COc1cccc(NC(=O)Cn2c(=O)n(-c3cc(OC)c(OC)c(OC)c3)c(=O)c3ccccc32)c1
    0.9	0.6	5	0	-2.0	0.6	0.0	-1	4	0.7	5
COc1ccccc1N1CCN(C2CCCN(Cc3cccc(O)c3)C2)CC1 (stereo not given)
    2.2	1.9	-1	-3	-1.5	2.5	0.8	0	-6	0.0	0
Cc1ccc2[nH]ccc(=O)c2c1
    -0.6	0.6	-6	3	-0.3	-1.4	1.2	2	11	1.1	4
CNc1nc2c3ccccc3n(C(C)=O)c2s1
    -0.7	2.6	-3	/	-0.8	3.8	-0.5	1	18	0.1	/
Cc1cc2nnc(SCC(=O)NCc3cccs3)n2c2ccccc12
    -0.8	-1.8	-15	-5	-1.6	-4.2	-2.4	1	-4	-2.0	-5
Cc1ccccc1-c1nc(CS(=O)(=O)CC(=O)NCCCN2CC(C)CC(C)C2)c(C)o1 (stereo not given)
    0.5	0.0	-2	-5	-1.2	0.0	0.4	-1	0	0.9	-2
O=C(COC(=O)CNC(=O)c1ccccc1Cl)NC1CC1
    0.8	-1.9	-9	1	-0.9	-0.5	-0.5	-3	2	1.9	-3
CCOC(=O)C1=C(c2ccccc2)N(C)C(=O)NC1c1ccc(O)c(OC)c1 (stereo not given)
    -1.5	1.2	1	-9	-1.4	-1.1	-1.2	1	-11	0.7	-4
CCn1c(SCc2nc(CC(=O)Nc3ccccc3OC)no2)nnc1-c1cccs1
    -3.2	-1.6	3	2	-2.0	-0.6	0.1	-1	-16	-0.4	6
N#C/C(=N\Nc1ccc(Cl)cc1)C(=N)N1CCCCC1
    15*	7.8*	0	-4	1.0*	3.6	2.1	2	5	5.9*	-3
O=C(O)c1ccc2c(c1)CC(c1ccccc1)OC2=O (stereo not given)
    0.1	1.4	9	-2	-0.8	0.9	0.0	1	-1	0.1	1
CCc1ccc(Nc2c([N+](=O)[O-])c(=O)oc3ccccc23)cc1
    -1.4	-0.2	2	1	-1.4	0.4	-0.6	-3	-11	-0.2	1
COc1cccc(Nc2nc(CN)cs2)n1
    1.9	-1.2	-30	6	-1.2	2.0	/	-2	14	0.2	1
CCN(Cc1nc2cc(Cl)ccc2c(=O)[nH]1)C(=O)c1ccc(C)c(NC(=O)c2ccco2)c1
    -4.8	-1.4	-2	-1	-1.0	1.2	0.3	-2	6	-0.3	1
Cc1nc(SCC(=O)c2c[nH]c3ccccc23)n[nH]1
    2.7	4.4	0	4	-0.5	0.7	1.4	-1	6	-0.8	-6
O=C(COC(=O)/C=C/c1ccc(C(F)(F)F)cc1)NCC1CCCCC1
    0.5	0.2	1	-1	-0.6	0.7	1.8	0	-4	0.5	-3
COc1ccc(N2CCN(S(=O)(=O)CCNC(=O)COc3ccccc3OC)CC2)cc1
    -2.1	-3.1	-3	-1	-1.5	1.5	-0.1	-3	3	-1.6	-1
CN(Cc1ccccc1)C(=O)C1CCCN(Cc2cccc(Cl)c2)C1 (stereo not given)
    -1.2&-2.2	-0.9&-1.5	-4&-8	-3	-1.3&-1.2	-0.2&-2.7	-0.3	-6&-3	5&11	0.9&0.3	4
COc1ccc(/C=N/Nc2c(Cl)cc(Cl)cc2Cl)cc1CN1CCOCC1
    3.1	-3.5	12	-3	-1.6	2.7	-0.6	4	-9	-0.1	-2
COc1ccccc1C(=O)N1CCN=C1c1ccccc1
    0.4	0.8	-5	1	-1.1	-2.7	0.1	-5	11	-0.6	2
